NR2E3 ag-1 = activates human photoreceptor nuclear receptor NR2E3; Q9Y5X4; GST-NR2E3/biotin-RetCOR TR-FRET, 1536-well; inhibition of corepressor binding, % at 4.78 µM; actives 0.12% (n = 320,000); AID 2300;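 active means percent inhibition above the cutoff of mean plus 3 SD of all tested compounds, set per screening campaign, cut at about 20% in these data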;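 further: 0% = DMSO wells and 100% = biotin wells as full block of FRET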
Target sequence (Q9Y5X4 whole entry, looked up): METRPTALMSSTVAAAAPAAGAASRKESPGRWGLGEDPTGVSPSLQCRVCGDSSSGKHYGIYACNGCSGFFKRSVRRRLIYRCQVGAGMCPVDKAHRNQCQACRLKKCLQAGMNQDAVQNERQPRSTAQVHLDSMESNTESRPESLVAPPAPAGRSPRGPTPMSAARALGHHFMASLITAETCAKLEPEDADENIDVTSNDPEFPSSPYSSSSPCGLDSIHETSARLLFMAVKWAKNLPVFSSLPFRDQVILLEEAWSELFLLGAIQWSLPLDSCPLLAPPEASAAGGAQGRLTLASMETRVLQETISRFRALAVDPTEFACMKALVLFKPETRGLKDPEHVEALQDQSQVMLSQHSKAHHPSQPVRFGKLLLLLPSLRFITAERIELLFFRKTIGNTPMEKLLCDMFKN
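Material – GST-tagged NR2E3 plus biotinylated RetCOR corepressor · Quantity – NR2E3 fusion 1.35 nM · Times – 5 h incubation at 4 °C · Medium – pH 7.5 Tris-based buffer · Technique – TR-FRET, Eu(K)-anti-GST donor, streptavidin-D2 acceptor, ex 340, em 617/671 nm · Benchmarks – high control biotin, low control 0.6% DMSO · Format – 1536-well plates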
CaV13 FRET inh = Primary screen for inhibitors of IQ motif and Ca2+-dependent inactivation inhibitor domain binding in CACNA1D, Förster resonance energy transfer in living cells, … | HEK cells, CFP/YFP FRET ICDI-IQ, plate reader, 10 min; percent FRET-ratio fall versus neutral wells | inhibition, % at 12.3 µM | actives 0.098% (n = 340,000) | AID 743397;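 active means mean replicate inhibition of at least 30% and at least 1% of replicates passing that level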;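 further: 0% = median of the neutral control wells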
MITF TRPM1 inh = MITF TRPM1 promoter inhibition in SK-MEL-5 cells. SK-MEL-5 TRPM1 promoter luciferase, 24 h. inhibition, % at 12.5 µM. actives 0.83% (n = 330,000);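 active means mean inhibition across replicates of 60% or more, whatever share of single replicates reaches that level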; further: values of inactives mirror those of a sister screen read the other way
PDI inh = blocks human protein disulfide isomerase activity; AID 588391; P07237; inhibition, % at 10 µM; actives 0.052% (n = 350,000); PDI insulin aggregation turbidity, A650, 90 min;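 active means mean inhibition across replicates of 30% or more, whatever share of single replicates reach that level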;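 further: absorbance from insulin aggregation driven by PDI reduction with DTT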
Target sequence (P07237 whole entry, looked up): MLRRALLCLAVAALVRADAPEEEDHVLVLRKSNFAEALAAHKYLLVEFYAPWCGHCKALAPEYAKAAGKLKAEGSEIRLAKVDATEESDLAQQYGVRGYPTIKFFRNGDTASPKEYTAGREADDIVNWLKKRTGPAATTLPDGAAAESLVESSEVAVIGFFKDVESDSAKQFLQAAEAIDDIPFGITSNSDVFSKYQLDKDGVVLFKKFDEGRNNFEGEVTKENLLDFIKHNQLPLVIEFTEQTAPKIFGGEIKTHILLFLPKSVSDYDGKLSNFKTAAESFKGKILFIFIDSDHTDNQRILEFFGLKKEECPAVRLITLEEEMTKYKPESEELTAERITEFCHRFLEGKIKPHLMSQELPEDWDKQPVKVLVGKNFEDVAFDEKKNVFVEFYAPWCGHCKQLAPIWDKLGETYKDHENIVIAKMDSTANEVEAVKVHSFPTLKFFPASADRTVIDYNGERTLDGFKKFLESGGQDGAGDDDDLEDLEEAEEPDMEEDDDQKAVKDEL
Peg3 prom inh = reduces Peg3 promoter-driven luciferase expression in HeLa. inhibition, % at 20 µM. AID 588405. HeLa PEG-Prom luciferase reporter, luminescence, overnight. actives 1.7% (n = 360,000);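 active means inhibition of at least 50% at 20 µM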
Cardio protect = myocardial damage modulation in H9c2 cells; H9c2 cardiomyocytes, H2O2 injury protection, ATPLite, 2 h; protection from H2O2 cell death, % at 20 µM; actives 0.63% (n = 360,000);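 active means compounds giving at least 50% protection of heart cells from peroxide-induced death in the single-dose screen, raw or plate-pattern-corrected value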;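 further: 0% = DMSO wells with peroxide and 100% = DMSO wells without peroxide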
m5-HT2A agonist = mouse HTR2A agonism via beta-arrestin recruitment; CHO-K1 mHTR2A beta-arrestin complementation, luminescence; percent of 30 µM serotonin response; actives 0.66% (n = 360,000); activation, % at 7.6 µM; AID 624169; P35363;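 active means activation above a run cutoff, the mean activation of all tested compounds plus 3 SD, cut at about 14% in these data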;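 further: 0% = plate median of compound wells and 100% = 30 µM serotonin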
NR2E3 ag-2 = activates human NR2E3 receptor. Q9Y5X4. CHO-S Gal4-NCOR/VP16-NR2E3 two-hybrid, luciferase. inhibition of corepressor binding, % at 3.98 µM. actives 0.35% (n = 360,000). AID 602229;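 active means inhibition above the mean of all tested compounds plus 3 SD, cut at about 70% in these data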;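 further: 0% = DMSO with NR2E3 transfected cells and 100% = cells lacking NR2E3 construct; higher means lower luciferase signal from less NR2E3 corepressor binding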
hiPSC survival = increases survival of single human iPS cells. hiPSC single-cell survival, ATPlite luminescence; 100% = ROCK inhibitor wells, 0% = DMSO. survival enhancement, % at 20 µM. actives 0.044% (n = 360,000); in the data active means survival enhancement above about 18%;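 further: cells exposed to compounds for 16 hours before the ATP read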
Shn3 3UTR inh = inhibitors of Schnurri-3 3'UTR reporter in osteoblasts; inhibition, % at 12.5 µM; Clone20 osteoblast Shn3 3'UTR firefly luciferase, 24 h; AID 588674; actives 0.52% (n = 360,000);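 active means mean inhibition of at least 75% with every replicate also reaching 75%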;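 further: 0% = median of neutral control wells and 100% = pilot-screen positive control compound; some compounds past the cut are filed as inactive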
HIF-2a inh = HIF-2a inhibition; 786-0 RCC cells HIF-2a reporter, luciferase luminescence, overnight; inhibition, % at 18.8 µM; actives 0.72% (n = 360,000); AID 624352;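 active means inhibition of the luminescence signal of 40% or more relative to plate controls, in a single-dose primary screen at 18.75 µM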
* hit, by the source's call; nt = not tested or not shown.

1) CCOC(=O)c1c(NC(=O)CSc2nncs2)sc(C)c1-c1ccccc1
2) Cc1nc(N2CCN(c3ccccn3)CC2)c2c(C)c(C(=O)Nc3c(C)cc(Br)cc3C)sc2n1
3) Cc1c(NC(=O)C(C)N2C(=O)NC3(CCC(C)CC3)C2=O)c(=O)n(-c2ccccc2)n1C (stereo not drawn)
4) CCc1nn(C(CC)C(=O)NCC(C)c2ccccc2)c(=O)c2cc3occc3n12 (stereo not drawn)
5) COc1cccc(CN(C)CC(=O)Nc2sc3c(c2C#N)CCC3)c1
6) CS(=O)(=O)c1nc(-c2ccc(Br)cc2)cc(-c2ccccc2)c1C#N
7) O=C(c1cc2cc(Cl)ccc2o1)N1CCCCCC1
8) CCC(C)(C)C1CCC(=NNC(=S)Nc2cccnc2)CC1 (stereo not drawn)

assay / compound,1,2,3,4,5,6,7,8
NR2E3 ag-1,-2,0,3,nt,1,9,nt,5
CaV13 FRET inh,6,-14,6,-6,-2,-4,nt,4
MITF TRPM1 inh,5,14,4,14,5,6,-125,4
PDI inh,3,-6,1,-1,11,5,-4,-5
Peg3 prom inh,11,31,5,12,13,113*,-300,2
Cardio protect,-13,0,-2,0,-15,-12,-3,-4
m5-HT2A agonist,0,-1,-2,-4,1,-2,-9,0
NR2E3 ag-2,3,10,10,6,-16,8,-53,-14
hiPSC survival,2.8,-0.6,-0.2,-0.6,1.8,-4.6,0.6,-0.6
Shn3 3UTR inh,4,32,-1,-12,-23,98*,-41,2
HIF-2a inh,17,-2,8,12,6,97*,-261,10

9) Cc1nnc(C)c2c(C)n(-c3ccc(Cl)c(N)c3)c(C)c12
10) COC(=O)c1ccc2nc(C(C)(C)C)c(Cc3ccc(OC)cc3C)n2c1
11) COc1ccc(NC(=O)c2c([N+](=O)[O-])c(C(C)(C)C)nn2C)cc1
12) O=C(O)c1ccccc1CSc1ncn[nH]1
13) CCCCC(CC)COP(=O)(OCC(CC)CCCC)OCC(CC)CCCC (stereo not drawn)
14) NC(=O)C1(Nc2ccccc2Cl)CCCC1
15) NC(=O)c1cc(S(=O)(=O)Nc2ccccc2)cs1
16) CCOC(=O)Cn1c2c(c(=N)c3c1CCC3)CCCC2

assay / compound,9,10,11,12,13,14,15,16
NR2E3 ag-1,1,nt,1,1,-5,nt,-3,2
CaV13 FRET inh,-16,-3,-5,-4,nt,-6,-18,-1
MITF TRPM1 inh,8,nt,-22,-4,-11,-17,15,-2
PDI inh,1,nt,0,16,nt,2,-6,6
Peg3 prom inh,-1,-13,6,10,-6,15,6,13
Cardio protect,0,1,-2,4,6,3,-4,-2
m5-HT2A agonist,-6,-1,0,-3,2,4,5,-2
NR2E3 ag-2,-6,-8,0,-7,4,15,-16,-3
hiPSC survival,1.8,-0.3,-0.7,0.0,-0.6,-1.7,1.4,3.3
Shn3 3UTR inh,-12,15,-2,-31,-8,-4,-14,9
HIF-2a inh,15,3,-1,0,15,4,3,17

17) CCN(CC)C(=O)CN(c1cc2c(cc1OC)oc1ccccc12)S(=O)(=O)c1ccccc1
18) CCC1CCCCN1C(=O)c1cc2c(=O)n3cccc(C)c3nc2s1 (stereo not drawn)
19) O=C(NCCN1C(=O)S/C(=C/c2cccnc2)C1=O)C1=NN(c2ccccc2)C(=O)CC1
20) Oc1ccc(/C=C/c2ccc3ccccc3n2)cc1
21) CCCCC(O)(C(NC=O)C(=O)OC)C(F)(F)F (stereo not drawn)
22) CN(CCc1ccccn1)Cc1ccc(Cl)cc1Cl
23) CCCN(CCC)S(=O)(=O)c1ccc(C(=O)Nc2nc3c(s2)CCc2ccccc2-3)cc1
24) COc1ccc(N(CC(=O)NCCSc2ccccn2)S(=O)(=O)c2ccccc2)cc1Cl

assay / compound,17,18,19,20,21,22,23,24
NR2E3 ag-1,1,1,3,3,1,-1,1,3
CaV13 FRET inh,nt,nt,-4,-38,nt,-3,-2,-8
MITF TRPM1 inh,1,-8,16,70*,11,-21,2,9
PDI inh,2,6,4,-22,-4,1,-8,9
Peg3 prom inh,3,-73,-5,46,5,-37,16,22
Cardio protect,1,4,7,-32,5,2,-5,2
m5-HT2A agonist,-8,5,-2,-1,10,4,4,-2
NR2E3 ag-2,3,-15,-21,-102,0,-27,-13,7
hiPSC survival,4.3,0.1,0.5,-4.3,-1.7,-0.9,0.0,0.0
Shn3 3UTR inh,3,-18,-1,68,-2,-33,38,15
HIF-2a inh,26,-95,14,26,9,-87,-5,16

25) Cc1ccc(CNC(=O)C2CCN(c3nn4c(=O)cc(C)nc4s3)CC2)cc1
26) CCCOc1ccc(C(CC(=O)O)NS(=O)(=O)c2ccc(NC(C)=O)cc2)cc1 (stereo not drawn)
27) O=C(O)C(=Cc1ccc([N+](=O)[O-])cc1)c1cccc(Cl)c1
28) COc1ccc(NC(=O)C2CCN(c3cc(C)nc(-c4ccccc4)n3)CC2)cc1
29) COc1cccc(-c2csc(N3CCN(C(=S)Nc4ccc(Cl)cc4)CC3)n2)c1
30) O=C(/C=C/c1ccccc1)NCCSc1ccc(Cl)cc1
31) CCC(CC)C(=O)Nc1cccc(C(=O)N2CCOCC2)c1
32) COC(=O)c1cc(=O)nc2scc(C)n12

assay / compound,25,26,27,28,29,30,31,32
NR2E3 ag-1,-2,-4,nt,-5,2,-1,-1,3
CaV13 FRET inh,-4,nt,-6,nt,-8,nt,-7,-11
MITF TRPM1 inh,-7,4,nt,9,-17,7,3,nt
PDI inh,-2,5,-15,2,5,18,-9,nt
Peg3 prom inh,-29,-2,5,32,-42,-28,11,9
Cardio protect,-2,-2,-2,-16,-8,8,0,9
m5-HT2A agonist,-1,6,2,2,-1,-5,4,1
NR2E3 ag-2,-24,18,-6,0,-4,5,2,-14
hiPSC survival,0.0,-0.9,4.7,0.2,-4.5,1.8,-0.7,-1.5
Shn3 3UTR inh,-11,10,4,13,27,-10,4,-1
HIF-2a inh,-6,14,11,19,-74,-15,-4,14

33) COc1ccc2oc(N)c(C=O)c(=O)c2c1
34) COc1ccc(CN2CCC(n3nccc3NC(=O)C3CCCC3)CC2)c(OC)c1
35) O=C(NCc1ccc2c(c1)OCO2)C(=S)N1CCOCC1
36) CCOC(=O)N1CCC(NC(=O)C2CCN(S(=O)(=O)c3c(C)noc3C)CC2)CC1
37) C=CCN1C(=O)C(Cc2ccc(OC)cc2)SC1=Nc1ccc(C(=O)O)cc1 (stereo not drawn)
38) CCCCNCc1cc(Br)c(OCC(=O)NCc2ccccc2)c(OC)c1
39) CCOC(=O)c1c(NC(=O)c2noc(C)c2[N+](=O)[O-])sc(C(C)=O)c1C
40) Cc1ccc(S(=O)(=O)CCC(=O)Nc2sccc2C#N)cc1

assay / compound,33,34,35,36,37,38,39,40
NR2E3 ag-1,0,-1,0,-1,3,2,6,0
CaV13 FRET inh,-7,-5,-2,nt,-5,-16,19,-5
MITF TRPM1 inh,-14,1,0,3,-1,-21,16,6
PDI inh,1,-6,-5,5,4,5,-9,0
Peg3 prom inh,-9,-12,-3,-4,1,3,18,-11
Cardio protect,12,0,3,-6,2,7,-1,1
m5-HT2A agonist,5,-4,0,2,-3,-5,-6,-5
NR2E3 ag-2,-1,-9,10,-10,2,-13,22,6
hiPSC survival,0.0,-0.5,-0.4,-1.0,-3.4,1.3,0.7,0.5
Shn3 3UTR inh,0,4,-12,8,-16,19,-18,5
HIF-2a inh,-25,10,-17,11,6,-7,15,-9

41) CCOc1ccc(CNC(=O)C(C)n2nc(C)c3c(C)n(-c4ccccc4)nc3c2=O)cc1 (stereo not drawn)
42) COc1ccccc1N(C)S(=O)(=O)c1ccc(C(=O)OC(C)C(=O)NCc2ccc3c(c2)OCO3)cc1 (stereo not drawn)
43) Cc1cc(C)c2c(=O)[nH]c(SCC(=O)c3ccc(C(C)C)cc3)nc2n1
44) COc1ccc(OC)c(NC(=O)[C@@H]2CCCN2C(=O)c2cccs2)c1
45) CC(C(=O)N1CCN(C)CC1)N1C(=O)c2ccccc2C1=O (stereo not drawn)
46) CC1=CC(c2ccccc2)n2nc(NS(=O)(=O)c3ccc(C)cc3)nc2N1 (stereo not drawn)
47) CC(=O)Nc1ccccc1S(=O)(=O)CC1CC1(Cl)Cl (stereo not drawn)
48) Cc1c(Cl)cccc1N1CC(C(=O)Nc2nccs2)CC1=O (stereo not drawn)

assay / compound,41,42,43,44,45,46,47,48
NR2E3 ag-1,-2,-2,0,2,-2,-2,2,9
CaV13 FRET inh,-3,5,-8,nt,-11,nt,-4,nt
MITF TRPM1 inh,59,2,4,-3,-6,16,4,-2
PDI inh,5,-4,5,0,-1,11,0,0
Peg3 prom inh,22,23,8,12,13,10,10,21
Cardio protect,1,-7,46,8,-1,-3,-2,14
m5-HT2A agonist,-1,-2,-1,0,-1,-3,-1,-2
NR2E3 ag-2,-18,-36,13,-22,18,-3,-1,-4
hiPSC survival,-0.5,-2.0,-0.3,-1.0,1.5,0.5,-0.7,0.1
Shn3 3UTR inh,11,24,6,19,-14,17,30,-4
HIF-2a inh,13,-4,15,10,12,11,16,1

Compound activity: PubChem BioAssay, several laboratories
